FAS-TE inh: FAS thioesterase (human) inhibition. inhibition, % at 15 µM. hit rate 0.67% among 360,000. recombinant FAS-TE, OMFH fluorogenic substrate, fluorescence endpoint. AID 602261. P49327;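 active means compounds whose normalised, plate-corrected inhibition of enzyme fluorescence in the single-dose primary screen is 50% or more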;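 further: 0% = DMSO with enzyme and 100% = substrate without enzyme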
MsrA act: activators of bovine methionine sulfoxide reductase A | purified bovine MsrA, absorbance read-out | activation, % at 10.6 µM | hit rate 0.3% among 360,000 | AID 602163; in the data active means activation above about 7.5%;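 further: 0% = vehicle and 100% = reference activator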
E coli Lon inh: E. coli protease La inhibition. inhibition, % at 7.94 µM. hit rate 0.42% among 360,000. purified E. coli Lon protease, fluorescence polarization. P0A9M0; in the data active means inhibition above about 13%, passing the limit was not always enough;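 further: 0% = enzyme with probe and DMSO and 100% = no enzyme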
CendR NRP1 mod: modulators of CendR peptide binding to human neuropilin-1 | O14786 | FAM-RPARPAR peptide binding to NRP-1, fluorescence polarization | inhibition, % at 25 µM | hit rate 0.85% among 360,000 | AID 602438;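 active means inhibition or corrected inhibition above about 18%, plus a signal ratio from 0.5 to 1.5, limit read from the data, passing the limit was not always enough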; further: strong numbers were not always called active
Neddylation inh: blocks human cullin neddylation | TR-FRET cullin neddylation, biochemical | hit rate 0.58% among 360,000 | calls only at 25 µM; in the data active means inhibition above about 36%
Target sequence (P61081 whole entry, looked up): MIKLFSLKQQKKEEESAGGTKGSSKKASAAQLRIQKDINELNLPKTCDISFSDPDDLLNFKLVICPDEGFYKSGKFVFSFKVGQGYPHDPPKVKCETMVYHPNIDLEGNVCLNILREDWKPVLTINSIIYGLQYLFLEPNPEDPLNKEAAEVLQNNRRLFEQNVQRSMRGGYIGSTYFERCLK
Target sequence (Q13564 whole entry, looked up): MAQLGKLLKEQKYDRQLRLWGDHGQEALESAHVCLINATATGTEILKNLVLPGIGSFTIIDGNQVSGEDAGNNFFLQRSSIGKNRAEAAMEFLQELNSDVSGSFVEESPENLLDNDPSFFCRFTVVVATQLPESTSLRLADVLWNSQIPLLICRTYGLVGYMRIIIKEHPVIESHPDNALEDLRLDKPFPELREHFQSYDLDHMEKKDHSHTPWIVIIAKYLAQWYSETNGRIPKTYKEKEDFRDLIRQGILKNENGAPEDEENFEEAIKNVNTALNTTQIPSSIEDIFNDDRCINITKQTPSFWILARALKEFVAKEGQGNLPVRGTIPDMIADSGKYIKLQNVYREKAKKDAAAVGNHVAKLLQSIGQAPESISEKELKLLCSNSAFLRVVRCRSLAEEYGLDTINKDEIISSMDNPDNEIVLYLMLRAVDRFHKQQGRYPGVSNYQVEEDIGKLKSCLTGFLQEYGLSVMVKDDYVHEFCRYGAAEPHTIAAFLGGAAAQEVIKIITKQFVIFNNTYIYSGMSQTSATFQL
SKN-1 block: C. elegans SKN-1 inhibition; C. elegans VP596 Pgst-4::GFP/RFP ratio, acrylamide-induced, 24 h; hit rate 0.49% among 360,000; inhibition, % at 21.8 µM;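 active means interference check ratio from 0.5 to 1.5 plus GFP to RFP signal ratio inhibition reaching or exceeding a fixed threshold, cut at about 30% in these data, passing the limit was not always enough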; further: some compounds called inactive have numbers as strong as hits
Rin1-Abl PPI inh: human Rin1-Abl interaction inhibition. inhibition, % at 7.35 µM. hit rate 0.4% among 360,000. TR-FRET Rin1/Abl binding, biochemical; in the data active means inhibition above about 5%, passing the limit was not always enough
MsrA inhibitor: inhibitors of bovine MsrA. purified bovine MsrA, absorbance read-out. inhibition, % at 15.5 µM. hit rate 0.75% among 360,000; in the data active means inhibition above about 4.5%;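 further: 0% = vehicle wells with enzyme and 100% = reference inhibitor wells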
MT1-MMP act inh: blocks activation of human MT1-MMP | GFP/RFP ratio change, % at 20 µM | hit rate 0.061% among 360,000 | P50281 | AID 651647 | HT1080 RFP-PRO-GFP cells, GFP/RFP ratio fluorescence, overnight; percent of plate control window, DMSO zero;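 active means GFP/RFP ratio change of at least 30% with cell ATP level not reduced by more than half and red fluorescence within 50% of control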; further: strong numbers were not always called active
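Material: RFP-PRO-GFP reporter HT1080 cells. Dosing: single-point 20 µM compound, 1% DMSO. Controls: DMSO and RFP-L50D-GFP cell wells. Timing: cells overnight before dosing, compound overnight, 37 °C, 5% CO2. Measure: GFP/RFP fluorescence ratio.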
The depositor's hits bear a star.

How did COc1ccccc1N1CCN(Cc2cc(OC)c3c(c2)OCO3)CC1 do in these assays?
FAS-TE inh: -2; MsrA act: -2; E coli Lon inh: 6; CendR NRP1 mod: -2; Neddylation inh: inactive; SKN-1 block: -5; Rin1-Abl PPI inh: -1; MsrA inhibitor: 1.4; MT1-MMP act inh: -8

Results for N#C/C(=C\c1ccc(-c2ccc(C(=O)O)cc2)o1)C(=O)NCC1CCCO1 (centres undefined) ?
FAS-TE inh: -2; MsrA act: -1; E coli Lon inh: -22; CendR NRP1 mod: -30; Neddylation inh: inactive; SKN-1 block: 14; Rin1-Abl PPI inh: -5; MT1-MMP act inh: 2

What do the screens show for `O=C(NC1(C(F)(F)F)NC(=O)N(C2CCCC2)C1=O)C1CC1` (centres undefined)?
FAS-TE inh: -3; MsrA act: -3; E coli Lon inh: -5; CendR NRP1 mod: -5; Neddylation inh: inactive; SKN-1 block: -14; Rin1-Abl PPI inh: -1; MsrA inhibitor: -1.7; MT1-MMP act inh: 0

How did NC(=O)C1CCCN(C(=O)CCCNC(=O)c2ccc(Cl)cc2)C1 (centres undefined) do in these assays?
FAS-TE inh: -6; MsrA act: -2; E coli Lon inh: -1; CendR NRP1 mod: 28*; Neddylation inh: inactive; SKN-1 block: 1; Rin1-Abl PPI inh: 1; MsrA inhibitor: -0.7; MT1-MMP act inh: 3

Results for COc1cccc(CNC(=O)CCS(=O)(=O)c2cccs2)c1 ?
FAS-TE inh: -7; MsrA act: 2; E coli Lon inh: -1; CendR NRP1 mod: -8; Neddylation inh: inactive; SKN-1 block: -1; Rin1-Abl PPI inh: 0; MsrA inhibitor: 1.3; MT1-MMP act inh: 7

What do the screens show for `O=C(NCCN1CCCCC1)Nc1cccc(C(F)(F)F)c1`?
FAS-TE inh: -5; MsrA act: -2; E coli Lon inh: 5; CendR NRP1 mod: 1; Neddylation inh: inactive; SKN-1 block: 11; Rin1-Abl PPI inh: -3; MsrA inhibitor: -0.2; MT1-MMP act inh: 3

What do the screens show for `CC(C)(C)NC(=O)C(=O)N/N=C/c1cccs1`?
FAS-TE inh: -6; MsrA act: -8; E coli Lon inh: 3; CendR NRP1 mod: -7; Neddylation inh: inactive; SKN-1 block: 1; Rin1-Abl PPI inh: 3; MsrA inhibitor: 1.9; MT1-MMP act inh: -3

Results for CCCCNc1cc(=O)n(C)c(=O)[nH]1 ?
FAS-TE inh: -9; MsrA act: 0; E coli Lon inh: -12; CendR NRP1 mod: 1; Neddylation inh: inactive; SKN-1 block: 14; Rin1-Abl PPI inh: -2; MsrA inhibitor: -0.6; MT1-MMP act inh: -2

Results for COc1cc2c(cc1OC)C(=Cc1ccc(N(C)C)cc1)C=C2 ?
FAS-TE inh: 28; MsrA act: -2; E coli Lon inh: -13; CendR NRP1 mod: -7; Neddylation inh: inactive; SKN-1 block: 22; Rin1-Abl PPI inh: -1; MsrA inhibitor: -0.7; MT1-MMP act inh: 10

What do the screens show for `O=C1c2cccc3c(Cl)ccc(c23)C(=O)N1O`?
FAS-TE inh: 4; MsrA act: -1; E coli Lon inh: 7; CendR NRP1 mod: 8; Neddylation inh: inactive; SKN-1 block: 15; Rin1-Abl PPI inh: -5; MsrA inhibitor: 2.7; MT1-MMP act inh: 4

Results for CCOC(=O)c1[nH]c(C)c(C(=O)OCCOc2cccc(C)c2)c1C ?
FAS-TE inh: -2; MsrA act: -9; E coli Lon inh: 5; CendR NRP1 mod: 0; Neddylation inh: inactive; SKN-1 block: -6; Rin1-Abl PPI inh: -2; MsrA inhibitor: 1.4; MT1-MMP act inh: -2

How did CN[C@H]1C[C@@H](c2ccccc2)N(C(C)=O)C[C@H]1CO do in these assays?
FAS-TE inh: -11; MsrA act: 1; E coli Lon inh: 3; CendR NRP1 mod: -4; Neddylation inh: inactive; SKN-1 block: -2; Rin1-Abl PPI inh: -1; MsrA inhibitor: 1.0; MT1-MMP act inh: 5

Results for CC1CCN(C(=O)c2ccc(NC(=O)CC3SC(N4CCCC4)=NC3=O)cc2)CC1 (centres undefined) ?
FAS-TE inh: -4; MsrA act: -3; E coli Lon inh: -9; CendR NRP1 mod: -2; Neddylation inh: inactive; SKN-1 block: 5; Rin1-Abl PPI inh: 2; MsrA inhibitor: -1.2; MT1-MMP act inh: 3

What do the screens show for `COc1ccc(/C=C(\NC(=O)/C=C/c2ccco2)C(=O)NCCc2nc3ccccc3[nH]2)cc1`?
FAS-TE inh: -7; MsrA act: -17; E coli Lon inh: -36; CendR NRP1 mod: -8; Neddylation inh: inactive; SKN-1 block: 3; Rin1-Abl PPI inh: -1; MsrA inhibitor: 2.6; MT1-MMP act inh: -7

Results for O=C(NCC(c1cccs1)N1CCOCC1)c1cc(F)cc(F)c1 (centres undefined) ?
FAS-TE inh: -8; MsrA act: -10; E coli Lon inh: -14; CendR NRP1 mod: -10; Neddylation inh: inactive; SKN-1 block: 3; Rin1-Abl PPI inh: -1; MsrA inhibitor: -0.2; MT1-MMP act inh: -5

What do the screens show for `COc1cc(OC)cc(C(=O)Nn2cc(C(=O)Nc3c(F)cccc3F)c3ccccc3c2=O)c1`?
FAS-TE inh: 9; MsrA act: -13; E coli Lon inh: 7; CendR NRP1 mod: -5; Neddylation inh: inactive; SKN-1 block: -6; Rin1-Abl PPI inh: 3; MsrA inhibitor: 1.2; MT1-MMP act inh: 2

What do the screens show for `COc1cc(C(=O)O)ccc1OCc1ccncc1`?
FAS-TE inh: -2; MsrA act: -3; E coli Lon inh: -1; CendR NRP1 mod: 2; Neddylation inh: inactive; SKN-1 block: 8; Rin1-Abl PPI inh: 1; MsrA inhibitor: -1.6; MT1-MMP act inh: -6

How did COc1cc2sc3cc(NCC[C@@H]4CCCN4C)ccc3c(=O)c2cc1OC do in these assays?
FAS-TE inh: -5; MsrA act: -10; E coli Lon inh: -1; CendR NRP1 mod: 9; Neddylation inh: inactive; SKN-1 block: -2; Rin1-Abl PPI inh: -16; MsrA inhibitor: 2.1; MT1-MMP act inh: 21

How did Cc1ccc([C@@H]2[C@@H]3C(=O)N(c4ccccc4)C(=O)[C@@H]3[C@]3(C)C(=O)N(CC4CC4)CC(=O)N23)o1 do in these assays?
FAS-TE inh: -7; MsrA act: -4; E coli Lon inh: 7; CendR NRP1 mod: 7; Neddylation inh: inactive; SKN-1 block: -8; Rin1-Abl PPI inh: 2; MsrA inhibitor: -1.8; MT1-MMP act inh: -2

How did CCOC(=O)C1CCN(C(=O)C(C)Oc2ccc(Br)cc2)CC1 (centres undefined) do in these assays?
FAS-TE inh: 3; MsrA act: -2; E coli Lon inh: 8; CendR NRP1 mod: -4; Neddylation inh: inactive; SKN-1 block: -4; Rin1-Abl PPI inh: 2; MsrA inhibitor: -1.8; MT1-MMP act inh: 0

Results for COc1ccc(N(C(=O)c2ccc(C)cc2)S(=O)(=O)c2cccs2)cc1 ?
FAS-TE inh: 26; MsrA act: -2; E coli Lon inh: -13; CendR NRP1 mod: 5; Neddylation inh: inactive; SKN-1 block: -2; Rin1-Abl PPI inh: -1; MsrA inhibitor: -0.6; MT1-MMP act inh: 6

Results for Nc1nnc(SCc2cn3cc(Cl)ccc3n2)s1 ?
FAS-TE inh: -6; MsrA act: -10; E coli Lon inh: 1; CendR NRP1 mod: 0; Neddylation inh: inactive; SKN-1 block: -5; Rin1-Abl PPI inh: 1; MsrA inhibitor: -1.0; MT1-MMP act inh: 3

How did CC1(C)Cc2c(c(-c3ccco3)nc3sc4c(NCC5CCCO5)ncnc4c23)CO1 (centres undefined) do in these assays?
FAS-TE inh: -4; MsrA act: -3; E coli Lon inh: -4; CendR NRP1 mod: -24; SKN-1 block: 6; Rin1-Abl PPI inh: -1; MsrA inhibitor: 1.0; MT1-MMP act inh: -6

Results for Nc1ccc(C(=O)Nc2ccc3nc(-c4ccncc4)[nH]c3c2)cc1 ?
FAS-TE inh: -8; MsrA act: -6; E coli Lon inh: 2; CendR NRP1 mod: -24; Neddylation inh: inactive; SKN-1 block: -9; Rin1-Abl PPI inh: -2; MsrA inhibitor: 3.7; MT1-MMP act inh: 7

How did O=S(=O)(c1ccc2ccccc2c1)N1CCN(c2ccc(O)cc2)CC1 do in these assays?
FAS-TE inh: 26; MsrA act: -3; E coli Lon inh: 3; CendR NRP1 mod: 16; Neddylation inh: inactive; SKN-1 block: -5; Rin1-Abl PPI inh: 2; MsrA inhibitor: 0.7; MT1-MMP act inh: 0

How did Cc1cc(C)c(C(=O)N2CCCC(Nc3ccc(F)cc3)C2)o1 (centres undefined) do in these assays?
FAS-TE inh: -2; MsrA act: -3; E coli Lon inh: -3; CendR NRP1 mod: 1; Neddylation inh: inactive; SKN-1 block: 13; Rin1-Abl PPI inh: -2; MsrA inhibitor: 1.5; MT1-MMP act inh: 1

How did COc1ccccc1OCCC(=O)OCC(=O)c1[nH]c(C)c(C(C)=O)c1C do in these assays?
FAS-TE inh: -5; MsrA act: -9; E coli Lon inh: 0; CendR NRP1 mod: -6; Neddylation inh: inactive; SKN-1 block: -12; Rin1-Abl PPI inh: -2; MsrA inhibitor: -1.3; MT1-MMP act inh: -3

Results for CC(C)(C)NC(=O)CN(C(=O)CCC(=O)Nc1nccs1)c1ccc(F)c(Cl)c1 ?
FAS-TE inh: 1; MsrA act: -5; E coli Lon inh: 6; CendR NRP1 mod: -6; Neddylation inh: inactive; SKN-1 block: 6; Rin1-Abl PPI inh: 0; MsrA inhibitor: 2.1; MT1-MMP act inh: -1

Results for Cc1ccc(S(=O)(=O)NN(Cc2ccccc2)Cc2ccccc2)cc1 ?
FAS-TE inh: -4; MsrA act: 2; E coli Lon inh: 5; CendR NRP1 mod: -8; Neddylation inh: inactive; SKN-1 block: 0; Rin1-Abl PPI inh: 1; MsrA inhibitor: -0.3; MT1-MMP act inh: 2

How did CCCCn1c(N)c(N(CC)C(=O)CN2C(=O)NC(C)(c3ccccc3)C2=O)c(=O)[nH]c1=O (centres undefined) do in these assays?
FAS-TE inh: -5; MsrA act: -3; E coli Lon inh: 16; CendR NRP1 mod: 12; Neddylation inh: inactive; SKN-1 block: -16; Rin1-Abl PPI inh: 1; MsrA inhibitor: -0.1; MT1-MMP act inh: -4

How did C=CC[n+]1c(-c2ccc(OC)c(OC)c2)csc1NNC(=O)Nc1ccccc1 do in these assays?
FAS-TE inh: 2; MsrA act: -2; E coli Lon inh: -25; CendR NRP1 mod: -6; Neddylation inh: inactive; SKN-1 block: 6; Rin1-Abl PPI inh: 1; MsrA inhibitor: 0.5; MT1-MMP act inh: -40

How did COc1cc(/C=C(\NC(=O)c2cc(OC)c(OC)c(OC)c2)C(=O)NC(C(=O)O)c2ccccc2)cc(OC)c1OC (centres undefined) do in these assays?
FAS-TE inh: -6; MsrA act: -2; E coli Lon inh: 0; CendR NRP1 mod: 10; Neddylation inh: inactive; SKN-1 block: -1; Rin1-Abl PPI inh: 3; MsrA inhibitor: -0.1; MT1-MMP act inh: 0

2 compounds picked at random from the list so far:
How did C=CC[n+]1c(-c2ccc(OC)c(OC)c2)csc1NNC(=O)Nc1ccccc1 do in these assays?
FAS-TE inh: 2; MsrA act: -2; E coli Lon inh: -25; CendR NRP1 mod: -6; Neddylation inh: inactive; SKN-1 block: 6; Rin1-Abl PPI inh: 1; MsrA inhibitor: 0.5; MT1-MMP act inh: -40

How did COc1ccccc1OCCC(=O)OCC(=O)c1[nH]c(C)c(C(C)=O)c1C do in these assays?
FAS-TE inh: -5; MsrA act: -9; E coli Lon inh: 0; CendR NRP1 mod: -6; Neddylation inh: inactive; SKN-1 block: -12; Rin1-Abl PPI inh: -2; MsrA inhibitor: -1.3; MT1-MMP act inh: -3
